HePTP inh = blocks human HePTP tyrosine phosphatase. P35236. recombinant HePTP phosphatase activity, OD absorbance. inhibition, % at 20 µM. 0.64% of 110,000 active; in the data active = inhibition above about 50%;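 also: plate controls were vehicle for no effect and reference inhibitor for full effect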
Target sequence (P35236 whole entry, looked up): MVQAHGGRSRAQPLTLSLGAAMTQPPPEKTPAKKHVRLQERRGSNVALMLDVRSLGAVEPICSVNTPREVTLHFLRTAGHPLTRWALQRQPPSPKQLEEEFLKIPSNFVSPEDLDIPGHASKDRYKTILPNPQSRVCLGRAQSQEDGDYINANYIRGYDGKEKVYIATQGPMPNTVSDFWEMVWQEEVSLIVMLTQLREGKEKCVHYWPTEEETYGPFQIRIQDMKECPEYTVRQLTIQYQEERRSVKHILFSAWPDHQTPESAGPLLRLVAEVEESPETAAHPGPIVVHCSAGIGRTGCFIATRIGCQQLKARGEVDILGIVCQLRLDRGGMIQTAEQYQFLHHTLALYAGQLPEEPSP
BAP1 block = human BAP1 deubiquitinase inhibition | Q92560 | recombinant BAP1, Ub-AMC hydrolysis fluorescence kinetic; active compounds read low | activity remaining (% of control), % at 20 µM | 0.48% of 72,000 active | AID 436;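 active = activity remaining at or below 50% of control, provided the compound also passes the data quality filters; inactive = the rest, including low values that fail the filters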;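 also: 100% = DMSO wells rate and 0% = substrate alone blank rate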
Target sequence (Q92560 whole entry, looked up): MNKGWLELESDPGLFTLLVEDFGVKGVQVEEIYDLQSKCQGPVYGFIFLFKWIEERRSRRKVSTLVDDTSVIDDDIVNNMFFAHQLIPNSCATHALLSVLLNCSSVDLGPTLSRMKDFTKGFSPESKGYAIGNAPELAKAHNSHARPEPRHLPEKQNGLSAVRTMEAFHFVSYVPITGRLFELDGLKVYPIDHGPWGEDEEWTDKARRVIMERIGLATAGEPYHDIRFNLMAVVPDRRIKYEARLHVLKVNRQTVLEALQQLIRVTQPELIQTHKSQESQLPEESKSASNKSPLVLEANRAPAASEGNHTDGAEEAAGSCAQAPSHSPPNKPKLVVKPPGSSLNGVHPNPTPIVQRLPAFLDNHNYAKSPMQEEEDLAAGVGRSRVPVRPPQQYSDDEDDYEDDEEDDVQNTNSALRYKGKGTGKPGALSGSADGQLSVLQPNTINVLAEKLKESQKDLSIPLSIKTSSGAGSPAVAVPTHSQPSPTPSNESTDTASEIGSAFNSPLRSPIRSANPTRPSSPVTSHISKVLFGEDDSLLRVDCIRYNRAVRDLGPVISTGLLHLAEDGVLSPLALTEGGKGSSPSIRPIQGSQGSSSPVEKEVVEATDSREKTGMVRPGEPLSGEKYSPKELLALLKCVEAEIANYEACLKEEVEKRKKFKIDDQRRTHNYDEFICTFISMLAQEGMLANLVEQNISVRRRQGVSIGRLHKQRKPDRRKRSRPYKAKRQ
* marks the source's active call; other numbers are inactive results; nt = no result given; & = joins results of further samples. This is a random part of the collection; any-hit rate near 0.79%.

SMILES	HePTP inh	BAP1 block
CC(C)(C)c1cc(C(F)(F)F)nc(NC(=O)NS(=O)(=O)c2ccccc2Cl)n1	1	nt
O=C(/C=C/Nc1cc(Cl)cc(Cl)c1)c1ccccc1	-23	nt
CC(C)(C)c1ccc(OCC(=O)Nc2ccc(C(=O)O)cc2)cc1	10	nt
COC(=O)c1ccc(NC(=O)CCn2cccc2)cc1	5	89
Cc1ccc(S(=O)(=O)C2(C(=O)N3CCCC(C)C3)CC2)cc1 (stereo unspecified)	7	93
NC(=O)c1cccc(N2C(=O)C=CC2=O)c1	4	nt
O=C(Nc1ccccc1)c1cccc(C(=O)Nc2ccccc2)c1	-19	nt
COc1ccc(-c2nnc(-c3sc4cc(C)ccc4c3Cl)o2)cc1	3	nt
Cc1ccc(NC(=O)CN(c2cccc([N+](=O)[O-])c2)S(=O)(=O)c2ccccc2)cc1Cl	-1	nt
CC1(C)S[C@@H]2[C@H](NC(=O)[C@H](C(=O)O)c3ccsc3)C(=O)N2[C@H]1C(=O)O	9	108
COC(=O)C[N+]1=Cc2cc(OC)c(OC)cc2CC1(C)C	-9	nt
O=C1/C(=C\c2ccc3c(c2)OCO3)C(c2ccccc2)=NN1c1ccccc1	4	nt
CCCC1(C(=O)O)NC(c2ccccc2O)C2C(=O)N(Cc3ccccc3)C(=O)C21 (stereo unspecified)	7	89
NS(=O)(=O)c1cccc(NC(=O)c2ccc(Br)o2)c1	-8	nt
CSC1=C(C#N)C(c2ccc(Cl)cc2)C2=C(CC(C)(C)CC2=O)N1 (stereo unspecified)	-4&2	60
CCOC(=O)C1=C(O)/C(=C/c2ccc(Cl)cc2)SC1=Nc1ccc([N+](=O)[O-])cc1	-1	nt
O=C(Nc1ccccc1C(=O)Nc1ccc(Br)cc1)c1cccs1	-3	nt
COc1ccc(N=C2NC(=O)/C(=C\c3ccco3)S2)cc1	21	nt
CCOc1ccc(C(=O)Nc2cccc(OC)c2)cc1OCC	-5	nt
Cc1cc(C)nc(SCc2nc3ccccc3n2C)n1	8	108
Cc1cc(=O)[nH]c2c1c(C)nn2-c1ccccc1	11	133
CC(=O)CCS(=O)(=O)c1ccc(C)c(C)c1	-12	110
CCOC(=O)C(C)(C)Oc1ccc(Cl)cc1	nt	101
Cn1c(=O)cc(-c2ccccc2)c2ccccc21	3&-7	98
COc1ccc(CN2CCN(C3CCCCC3)CC2)c(OC)c1OC	-5	nt
C/C(=N\NC(=O)c1cc(C(C)(C)C)[nH]n1)c1ccc(Cl)cc1	-4	nt
COc1ccc(C(N)=O)cc1S(=O)(=O)N1CCOCC1	12	nt
CCCCOC(=O)c1cccc(NC(=O)C(F)(F)F)c1	nt	62
CCOC(=O)C1=C(N)Oc2cc(C)n(C)c(=O)c2C1c1ccncc1 (stereo unspecified)	3	100
Cc1nc2c(C)c(-c3ccccc3)[nH]n2c(=O)c1Cl	8	nt
Cc1cc2c(cn1)/C(=C\C=C\N(C)C)c1ccccc1-2	1	nt
Oc1c(Br)cc(/C=N/Nc2nnc3c(n2)[nH]c2ccccc23)c(O)c1Br	6	nt
Cc1nc2ccccn2c1C(=O)N/N=C/c1c(O)ccc2ccccc12	4	nt
COc1cc(/C=C2/SC(=S)N(CC(=O)O)C2=O)ccc1OCc1ccccc1	1	nt
CC(C)(C)c1ccc2c(c1[N+](=O)[O-])C(=O)c1ccccc1C2=O	4	nt
Cc1sc2nc(CN3CCCC3)nc(N3CCN(S(=O)(=O)c4cccs4)CC3)c2c1C	-15	nt
COC(=O)C1CCN(C(=O)c2cc(OC)c(OC)c(OC)c2)CC1	-4	104
O=C(CSc1nc2ccccc2c(=O)n1Cc1ccccc1)c1ccc(Br)cc1	-1	nt
CCc1c(C)nc(Nc2nc(C)c3ccccc3n2)[nH]c1=O	0	nt
Cc1cc(Cl)ccc1NCC(=O)NN	-2	nt
CCOc1ccccc1C(=O)Nc1sc2c(c1C(=O)OC)CCCC2	-7	nt
COc1ccc(C)cc1-n1c(SCC(=O)Nc2cc(C)on2)nc2sc(C)c(C)c2c1=O	4	nt
Cc1ccc([N+](=O)[O-])cc1-c1ccc(-c2nc3sc4c(c3c(=O)[nH]2)CCCC4)o1	-6	nt
Nc1nsc2ccccc12	-1	100
COc1ccc(N2CCN(c3oc(COc4ccccc4)nc3C#N)CC2)cc1	7	68
Cc1ccc(S(N)(=O)=O)cc1NC(=O)c1ccc(C(C)(C)C)cc1	-12	nt
COc1ccc(C2CC(=O)C3=C(C2)Nc2ccccc2NC3c2cc(OC)ccc2OC)cc1 (stereo unspecified)	-6	nt
COc1ccc2c(=O)c(-c3nc(C)cs3)coc2c1	1	103
CSc1nc(C)cc(-n2cc(F)c(=O)[nH]c2=O)n1	3&3	101
O=C(COc1ccccc1Cl)NNC(=O)c1ccc(F)cc1	1	nt

Other structures
SMILES	HePTP inh	BAP1 block
NC(=Nc1ccccc1)SC1CC(=O)N(c2ccc(F)cc2)C1=O (stereo unspecified)	5	nt
O=C(NCCCO)C1CC(=O)N(c2ccccc2)C1 (stereo unspecified)	-8	nt
CN(C(=O)c1cnccn1)c1nnc(-c2cnccn2)s1	-10	107
CCn1cc(C(=O)N2CCOCC2)c(=O)c2cc(S(=O)(=O)N(C)C)ccc21	1	106
COc1cc(OC)cc(C(=O)NCc2nc(-c3ccccc3)no2)c1	-2	72
Brc1ccc(-c2nnc3n2CCC3)cc1	nt	70
O=C(CSc1nc(-c2ccco2)cc(C(F)(F)F)n1)Nc1ccc2c(c1)CCC2	-1	nt
Oc1ccc(NC(=S)N=Nc2c(O)[nH]c3ccc(Br)cc23)cc1	5	nt
Cc1cccc(-n2c(C)cc(C=O)c2C)c1	3	nt
COc1ccc(N(CC(=O)Nc2cc(OC)ccc2OC)S(C)(=O)=O)cc1	1&-4	97
COc1ccc(/C=C2\C(=O)NC(=O)N(c3ccc(C)cc3)C2=O)c(C)c1	-2	nt
COc1cc(C2OCC3(CO)C(C)C=C(C)C2C3C)ccc1O (stereo unspecified)	4	nt
Cc1ccc(C)c(-n2c(CNC(=O)c3ccco3)nnc2SCC(=O)N2CCc3ccccc32)c1	4	94
CCn1c(=O)c2c(nc3n2CC(C)CN3CCc2ccccc2)n(C)c1=O (stereo unspecified)	-6	102
C=CCOc1nc(-c2cccnc2)nc2ccccc12	4	nt
COc1cccc(NC(=O)CSc2nncn2-c2ccccn2)c1	3	96
CCN(CC)c1ccc(NC(=O)c2ccc(-c3ccc([N+](=O)[O-])cc3C)o2)cc1	2	nt
O=C(Nc1ccccn1)C12CC3CC(C1)CC(C(=O)Nc1ccccn1)(C3)C2	-6	66
CCC1=NN(C(=O)Cc2ccc(OC)cc2)C(O)(c2ccncc2)C1 (stereo unspecified)	3	nt
N/C(=N\O)c1ccc(NC(=O)c2ccc(Br)o2)cc1	-4	95
CN1CCN(C(=O)c2ccccc2NC(=O)c2ccccc2)CC1	-10	nt
C=CCNCC1OCc2ccccc2CO1	-14	nt
Cc1cccnc1NC(=O)CCCN1C(=O)c2ccccc2C1=O	12	97
CCOC(=O)c1ccccc1NC(=O)CN1C(=O)c2ccccc2C1=O	5	nt
Cc1c(C(=O)Nc2ccc(Cl)cc2Cl)cccc1[N+](=O)[O-]	-3	nt
Cc1cc(N2CCN(C(=O)c3ccco3)CC2)n2nc(-c3cccc(F)c3)cc2n1	7	nt
CCc1ccccc1NC(=O)c1cnc2scc(C)n2c1=O	6	56
CC(=O)Oc1ccc2ccccc2c1C(NC(=O)Cc1ccccc1)c1ccc([N+](=O)[O-])cc1 (stereo unspecified)	-2	nt
CCC(C)NC(=O)c1cc(OC)c(OC)c(OC)c1 (stereo unspecified)	6	93
Cc1ccc(-c2noc(CCC(=O)NCCN3CCN(Cc4ccccc4)CC3)n2)cc1	7	102
O=C(CCCN1CCC(c2ccccc2)C1)c1ccc2c(c1)OCCO2 (stereo unspecified)	11	117
O=C(NC(O)C(Cl)(Cl)Cl)c1ccc([N+](=O)[O-])cc1 (stereo unspecified)	4	nt
OCCCn1c(-c2ccccc2)cn2c3ccccc3nc12	-6	nt
COc1ccc(O)c(CN2CCN(Cc3cccc([N+](=O)[O-])c3)CC2)c1	8	nt
O=C(CSc1nc2ccccc2c(=O)n1-c1ccc(Cl)cc1)c1ccco1	-2	83
O=C(c1ccc(COCC(F)(F)F)o1)N1CCCCCC1	6	102
CC1CCCN(Cc2nc3c(c(=O)n(C)c(=O)n3C)n2Cc2cccc3ccccc23)C1 (stereo unspecified)	2	92
NCCCCN	nt	97
CCOc1ccc(NC(=O)Cn2nnc(C(=O)NCc3ccccc3OC)c2N)cc1	8	95
CSc1ccc(C=NN2CCN(Cc3ccccc3)CC2)cc1	-1	nt
Cc1cc(=O)c2c(O)c(O)ccc2o1	10	101
COc1ccc(C(CNC(=O)c2ccc3c(c2)C(=O)N(CCC(C)C)C3=O)N2CCOCC2)cc1 (stereo unspecified)	4	123
O=C(Nc1ccccc1C(=O)O)c1ccc2c(c1)C(=O)N(c1cccc([N+](=O)[O-])c1)C2=O	7	nt
CN1/C(=C\C(=O)Nc2ccc(Br)cc2)c2ccccc2CC1(C)C	-2	nt
O=C(NCc1ccccn1)C1CCN(S(=O)(=O)c2ccccc2)CC1	-6	nt
CCn1cc(C(=O)NCc2ccco2)c(=O)c2cc(S(=O)(=O)N3CCC(C)CC3)ccc21	-2	85
COc1ccc(CNC(=O)COC(=O)c2c[nH]c(=O)[nH]c2=O)cc1OC	-9	104
Cc1ccc(NC(=O)c2cccc(Cl)c2Cl)c([N+](=O)[O-])c1	-5	nt
CC1=C(C(=O)OC2CCCCC2)C(c2ccc3c(c2)OCO3)C2=C(CCCC2=O)N1 (stereo unspecified)	4	nt
CCC1CCCCN1C(=O)CSc1nnc(-c2ccc(Cl)s2)o1 (stereo unspecified)	8	106

The list continues.
SMILES	HePTP inh	BAP1 block
Cc1cc(C)nc(N2CCC(C(=O)NCCc3ccc(F)cc3)CC2)n1	-4	111
CC1CCN(CC(O)COc2ccc(F)cc2)CC1 (stereo unspecified)	1	88
CCN(CC)c1ccc(NC(=O)c2[nH]c(C)c(C(C)=O)c2C)c(C)c1	0	86
CC(C)(C)c1ccc(/C=N/NC(=O)c2ccc(Cl)cc2O)cc1	4	nt
Cc1ccccc1NC(=O)c1c(C)[nH]c(=S)c(C#N)c1-c1cccc(F)c1	-6	nt
Cc1c(Cl)cccc1NC(=O)C(=O)NCc1ccc2c(c1)OCO2	-1	nt
COc1ccccc1N(CC(=O)NC(C)C)S(=O)(=O)c1ccccc1	10	nt
CCOc1ccc(-n2c(SCc3ccc(C(=O)OC)o3)nc3c(c2=O)SCC3)cc1	5	nt
O=C(CC(Nc1ccc([N+](=O)[O-])cc1)c1ccc(Cl)cc1)c1ccc(Cl)cc1 (stereo unspecified)	-6	nt
O=C(OCn1nnc2ccccc2c1=O)C1CCN(S(=O)(=O)c2cccs2)CC1	-5	94
O=C1NC(c2ccccc2)Nc2c1sc(=S)n2-c1ccccc1 (stereo unspecified)	6	nt
Cc1cc(C(=O)Nc2cccc(/C=C/C(=O)O)c2)c(C)o1	-5	nt
CN1C(=O)C(=Cc2ccc(OCCOc3ccc([N+](=O)[O-])cc3)cc2)C(=O)N(C)C1=O	4	nt
CC(=O)Nc1ccc(NC(=O)c2c(C)nc3ccccn23)cc1	2	126
O=C(CC1CCC1)Nc1ccc2c(c1)oc1ccccc12	-11	nt
O=C1C=C(O)CC(c2ccc(Cl)c(Cl)c2)C1 (stereo unspecified)	7	105
COc1cc(Br)c(/C=C2\C(=O)NC(=O)N(c3cc(C)cc(C)c3)C2=O)cc1OC	4	nt
CC(=O)NS(=O)(=O)c1ccc(NS(=O)(=O)c2ccc(Br)cc2)cc1	0	nt
COc1ccc(S(=O)(=O)N2CCCC(C(=O)Nc3ccc(OC)c(OC)c3)C2)cc1 (stereo unspecified)	1	100
CCOC(=O)N1CCN(S(=O)(=O)c2cccs2)CC1	9	163

Some of these compounds in order of their number in BAP1 block, rising:
SMILES	HePTP inh	BAP1 block
COc1ccc(S(=O)(=O)N2CCCC(C(=O)Nc3ccc(OC)c(OC)c3)C2)cc1 (stereo unspecified)	1	100
O=C1C=C(O)CC(c2ccc(Cl)c(Cl)c2)C1 (stereo unspecified)	7	105
CCOC(=O)N1CCN(S(=O)(=O)c2cccs2)CC1	9	163

The results go on:
SMILES	HePTP inh	BAP1 block
COCC(=O)N(Cc1nc2ccccc2c(=O)[nH]1)Cc1cccs1	2	89
CCc1ccc(NC(=S)NC(=O)c2ccco2)cc1	9	nt
COc1ccc(NC(=O)c2ccc(C(=O)O)cc2C(=O)O)c(OC)c1	5	nt
CN(Cc1ccccc1)S(=O)(=O)c1ccc(NC(=O)C2CCCO2)cc1 (stereo unspecified)	6	nt
Cc1cc(C)c2nc(N3CCN(C)CC3)c(C#N)cc2c1	4	79
CN(C)c1ccc(-c2nn3c(C4CCCCC4)nnc3s2)cc1	0	nt
COc1ccc(C(=O)NC(=S)Nc2cc([N+](=O)[O-])cc(Cl)c2O)cc1	8	nt
COc1ccc(C(=O)N/C(=C\c2ccc(Cl)cc2)C(=O)NCC2CCCO2)cc1 (stereo unspecified)	2	nt
COc1cccc(-c2nc(NCCN3CCOCC3)c3ccccc3n2)c1O	11	115
CCOc1ccc(C(=O)NCCC(=O)NCCCC(=O)O)cc1	-2	103
O=c1c2cnn(-c3ccccc3)c2ncn1Cc1ccccn1	10	97

6 records picked at random from those above, as already listed:
SMILES	HePTP inh	BAP1 block
CN(Cc1ccccc1)S(=O)(=O)c1ccc(NC(=O)C2CCCO2)cc1 (stereo unspecified)	6	nt
COc1ccc(NC(=O)c2ccc(C(=O)O)cc2C(=O)O)c(OC)c1	5	nt
CCOc1ccc(C(=O)NCCC(=O)NCCCC(=O)O)cc1	-2	103
CN(C)c1ccc(-c2nn3c(C4CCCCC4)nnc3s2)cc1	0	nt
Cc1cc(C)c2nc(N3CCN(C)CC3)c(C#N)cc2c1	4	79
CCc1ccc(NC(=S)NC(=O)c2ccco2)cc1	9	nt

Compound activity deposited in PubChem by several laboratories.
